All columns: NCI-60 one-dose screen, growth in % after 48 h at 10 µM unless noted; 100 = growth as untreated, 0 = no growth, -100 = all killed.
MALME-3M: MALME-3M melanoma; actives 5.8% (n = 78,000); AID 1794766
SK-MEL-28: SK-MEL-28 melanoma; actives 4.1% (n = 81,000); AID 1794761
SK-MEL-5: SK-MEL-5 melanoma; actives 6.4% (n = 80,000)
MDA-MB-435: MDA-MB-435 melanoma; actives 7.8% (n = 82,000)
UACC-257: UACC-257 melanoma; actives 4.4% (n = 78,000)
UACC-62: UACC-62 melanoma. actives 5.4% (n = 81,000)
LOX IMVI: LOX IMVI melanoma; actives 7.4% (n = 79,000); AID 1794757
SK-MEL-2: SK-MEL-2 melanoma; actives 4.7% (n = 77,000); AID 1794763
Active calls of the source: *; x = no result given; & = joins results of further samples. Rule for the calls: active = growth percent below 10; inactive = the rest.

SMILES | MALME-3M | SK-MEL-28 | SK-MEL-5 | MDA-MB-435 | UACC-257 | UACC-62 | LOX IMVI | SK-MEL-2
O=C(O)COc1ccc2c(=O)c3sc4c(=O)c5ccccc5c(=O)c4c3c(=O)c2c1 | -75* | -16* | -100* | -89* | -3.6* | -91* | -38* | 26
CCCCNC(=S)NNC(=O)c1ccc(OCc2nc3ccc(C)cc3[nH]2)cc1 | 114 | 108 | 102 | 111 | 105 | 102 | 99 | 104
O=C1/C(=C/N2N=C(c3ccc(Cl)cc3)CC2c2ccccc2O)SC(=S)N1c1cccc(C(F)(F)F)c1 (configuration not stated) | 80 | 74 | 80 | 65 | 94 | 52 | 48 | 91
COc1ccc(-c2nc3c(N)c(CO)cnc3s2)cc1 | 101 | 98 | 83 | 93 | 110 | 93 | 82 | 105
CCN(CC)CCN1C(=O)c2c(c3c4cccnc4[nH]c3c3ccc4ccccc4c23)C1=O | 87 | 106 | 80 | 88 | 98 | 69 | x | 107
C=CCc1c(N(C)c2ccc(OC)cc2)ncnc1-n1c(C)nc2ccccc21 | 96 | 116 | 95 | 108 | 92 | 83 | 94 | 90
COc1ccc(/C=N\NC(=O)CSc2nc3ccccc3c(=O)n2-c2cc(C)ccc2Cl)cc1OC | 112 | 103 | 76 | 104 | 112 | 88 | 73 | 101
Nc1nc2c(sc3ncn([C@@H]4O[C@H](CO)[C@@H](O)C4(F)F)c32)c(=O)[nH]1 | 97 | 74 | 93 | 100 | 69 | 95 | 74 | 104
CC(=O)O[C@H]1CC[C@@]2(C)[C@@H](CC=C3[C@@H]2CC[C@]2(C)[C@@H]([C@H](C)/C=C/[C@H](C)C(C)C)CC[C@@H]32)C1 | 106 | 115 | 99 | 101 | x | 100 | 96 | 98
O=C(NCCO)Nc1ccc(-c2nc(N3CCOCC3)c3cccn3n2)cc1 | x | -7.1* | -28* | -6.2* | x | -38* | 4.9* | -9.2*
CCCCn1c2cc(OCc3cn(-c4ccc(Cl)cc4)nn3)ccc2c2ccnc(C)c21 | 54 | 68 | 39 | 60 | 34 | 33 | 20 | 75
Brc1ccc(C(c2ccccc2)c2ccccc2)cc1 | 128 | 124 | 110 | 110 | 89 | 90 | 101 | 109
COc1cc2c(cc1OC)[C@H](c1ccc(O)cc1)[C@@H](C)C(C)=C2 | x | 208 | 82 | 114 | 104 | 82 | 96 | 96
Cc1cc(OCC(=O)O)ccc1Cl | 94 | 111 | 106 | 107 | 80 | 109 | 97 | 98
CCN(CC)CCNc1cc(OC)cc2cccnc12 | 94 | 106 | 78 | 90 | x | 83 | 60 | 110
O=[N+]([O-])c1cc(Cl)c2cccnc2c1O | x | 86 | 97 | 90 | 107 | 95 | 89 | 93
COc1ccc2c(c1)C(=O)/C(=C/c1ccccn1)CC2 | 73 | x | x | 57 | 81 | x | 45 | 81
O=C(O)c1cc(Br)cc(Br)c1O | 95 | 107 | 107 | 100 | 102 | 107 | 92 | 104
Cc1cc(O)c(/C=N/C(N)=S)c(=O)o1 | 100 | 110 | 98 | 107 | 101 | 100 | 94 | 106
CS(=O)c1nccc(-c2c(-c3ccc(F)c(OCCc4ccccc4)c3)nc3sccn23)n1 (configuration not stated) | 87 | 88 | 100 | 111 | 28 | 94 | 72 | x
O=C(Nc1cccc(C(F)(F)F)c1)Nc1ccc(OCc2nnc(-c3ccccc3)o2)c(F)c1 | 54 | 62 | 56 | 49 | 70 | 41 | 47 | 68
COc1ccc(Nc2ncc3c(n2)CCc2cnc(Nc4ccc(OC)cc4)nc2-3)cc1 | 81 | 98 | 80 | 90 | 112 | 64 | 67 | 81
CCN(CC)C(=S)SCn1nc(Cl)c2ccc([N+](=O)[O-])cc21 | 82 | 77 | 75 | 15 | 50 | 62 | 68 | 51
Cc1ccc(-c2cc[nH]c(=O)c2-c2nc3ccccc3s2)cc1 | 108 | 122 | 99 | 101 | 107 | 95 | 100 | 102
CCCCn1c(=O)c(/C=C/C(=O)/C=C/c2ccc3c(c2)OCO3)cc2ccc(Cl)cc21 | 90 | 108 | 102 | 103 | 93 | 93 | 99 | 105

Part of the list above in order of length of the SMILES, rising:
SMILES | MALME-3M | SK-MEL-28 | SK-MEL-5 | MDA-MB-435 | UACC-257 | UACC-62 | LOX IMVI | SK-MEL-2
CCN(CC)CCNc1cc(OC)cc2cccnc12 | 94 | 106 | 78 | 90 | x | 83 | 60 | 110
Cc1cc(O)c(/C=N/C(N)=S)c(=O)o1 | 100 | 110 | 98 | 107 | 101 | 100 | 94 | 106
Brc1ccc(C(c2ccccc2)c2ccccc2)cc1 | 128 | 124 | 110 | 110 | 89 | 90 | 101 | 109
COc1ccc2c(c1)C(=O)/C(=C/c1ccccn1)CC2 | 73 | x | x | 57 | 81 | x | 45 | 81
CCN(CC)C(=S)SCn1nc(Cl)c2ccc([N+](=O)[O-])cc21 | 82 | 77 | 75 | 15 | 50 | 62 | 68 | 51
C=CCc1c(N(C)c2ccc(OC)cc2)ncnc1-n1c(C)nc2ccccc21 | 96 | 116 | 95 | 108 | 92 | 83 | 94 | 90
COc1cc2c(cc1OC)[C@H](c1ccc(O)cc1)[C@@H](C)C(C)=C2 | x | 208 | 82 | 114 | 104 | 82 | 96 | 96
COc1ccc(Nc2ncc3c(n2)CCc2cnc(Nc4ccc(OC)cc4)nc2-3)cc1 | 81 | 98 | 80 | 90 | 112 | 64 | 67 | 81
CCN(CC)CCN1C(=O)c2c(c3c4cccnc4[nH]c3c3ccc4ccccc4c23)C1=O | 87 | 106 | 80 | 88 | 98 | 69 | x | 107
O=C(Nc1cccc(C(F)(F)F)c1)Nc1ccc(OCc2nnc(-c3ccccc3)o2)c(F)c1 | 54 | 62 | 56 | 49 | 70 | 41 | 47 | 68
CC(=O)O[C@H]1CC[C@@]2(C)[C@@H](CC=C3[C@@H]2CC[C@]2(C)[C@@H]([C@H](C)/C=C/[C@H](C)C(C)C)CC[C@@H]32)C1 | 106 | 115 | 99 | 101 | x | 100 | 96 | 98

(cont.)
SMILES | MALME-3M | SK-MEL-28 | SK-MEL-5 | MDA-MB-435 | UACC-257 | UACC-62 | LOX IMVI | SK-MEL-2
CC(C)(C)NCc1cc(C(C)(C)C)cc(-c2ccc(Cl)cc2)c1O | 88 | 105 | 88 | 99 | 92 | 85 | 79 | 103
CCCCCCCCCCCC(=O)N1CCN(C(=O)CCCCCCCCCCC)CC1 | 99 | 100 | 100 | 103 | 80 | 90 | 94 | 102
Clc1ccc(/C=C(/C2=NCCN2)n2ccc3ccccc32)cc1 | 78 | 100 | 85 | 74 | 88 | 81 | 72 | 92
C[C@H]1C(=O)N2c3ccccc3[C@@]3(O)C[C@@H](n4cnc5ccccc5c4=O)C(=O)N1[C@@H]23 | 107 | 100 | 123 | 109 | 67 | 98 | 98 | 19
CCc1ccc(CNCC(O)c2ccccc2)cc1 (configuration not stated) | x | 75 | 69 | 70 | 93 | 85 | 69 | 91
Cn1c(N2NC(=O)C(N=Nc3ccc(S(N)(=O)=O)cc3)C2=O)nc(-c2ccccc2)c(C#N)c1=O (configuration not stated) | 120 | 98 | 98 | 113 | 115 | 83 | 87 | 105
OCCOc1ccccc1C(Cc1ccccc1)N1CCCCC1 (configuration not stated) | 93 | 108 | 101 | 103 | 99 | 107 | 95 | 67
CC(=O)OC[Si](C)(C)c1ccccc1 | 110 | 98 | 97 | 99 | 92 | 102 | 103 | 126
CCN(CC)CCOc1ccc2c(c1)O/C(=C\c1cccc(OC)c1)C2=O | 98 | 100 | 96 | 98 | 108 | 98 | 96 | 116
S=c1oc(-c2cc(Cl)cc(Cl)c2Cl)nn1CNc1ccc(Cl)nn1 | 100 | 130 | 101 | 100 | 94 | 93 | 95 | 95
O=c1[nH]c2sc3c(c2c2nnnn12)CCCC3 | 96 | 106 | 100 | 101 | x | 85 | 93 | 94
C[N+]1(Cc2csc(-c3ccc(Cl)cc3)n2)CCCC1 | 83 | 102 | 99 | 94 | 100 | 104 | 93 | x
CC1=N[C@@H]2CN(C(=O)OC(C)(C)C)C[C@@H]2n2c1cc1ccccc1c2=O | 107 | 115 | 99 | 108 | 108 | 98 | 98 | 102
CC(=O)OC(COC(c1ccccc1)(c1ccccc1)c1ccccc1)Cn1cnc2c1c(=O)n(C)c(=O)n2C (configuration not stated) | 102 | 102 | 105 | 102 | 101 | 89 | 94 | 94
O=C(CSc1nc2ccccc2c(=O)n1CCc1ccccc1)Oc1ccc(Cl)cc1 | x | 111 | 96 | 101 | 100 | 89 | 86 | 102
Cc1c(C(=O)NNC(=O)Nc2ccc(Cl)cc2)nnn1-c1ccc([N+](=O)[O-])cc1 | 98 | 108 | 102 | 101 | 105 | 87 | x | 120
CC(=O)OCC1OC(n2cnc3c(=S)nc[nH]c32)C(OC(C)=O)C1OC(C)=O (configuration not stated) | 106&75 | 113&116 | 106&92 | 118&99 | 99 | 107&79 | 109&70 | 124&99
COc1ccc(-n2c(/C=C3\C(=O)Nc4ccccc43)ccc2COCC2CO2)cc1 (configuration not stated) | 104 | 106 | 99 | 96 | 103 | 87 | 59 | 105
COc1cc2oc(-c3cccc(NC(=O)[C@H](C)NC(=O)[C@@H](NC(=O)OC(C)(C)C)C(C)C)c3)cc(=O)c2c(OC)c1OC | 95 | 104 | 75 | 102 | 116 | 97 | x | 121
COC(=O)c1cccc2c1c(/C=C1\SC(=S)NC1=O)cn2C | 96 | 102 | 98 | 105 | 95 | 101 | 92 | 89
COc1ccc(-c2c3c(N)c4c(nc3nc3c2c(C)nn3-c2ccccc2)CCCCC4)cc1 | 101 | 98 | 91 | 79 | 94 | 98 | 91 | 83
CN(C)CCOc1ccccc1NC1=C(Cl)C(=O)C(Nc2ccccc2OCCN(C)C)=C(Cl)C1=O | 65 | 109 | 94 | 86 | 85 | 96 | -66* | 83
CN(C)c1ccc(/C=C(\C#N)c2ccc([N+](=O)[O-])cc2)c(Cl)c1 | 81 | 93 | 96 | 40 | 93 | 90 | 94 | 87
CCC(/C(=N\Nc1c(Cl)cc(Cl)cc1Cl)c1ccccc1)n1ccnc1C (configuration not stated) | 64 | 95 | 78 | 95 | 96 | 72 | 78 | 83
COc1ccc2nc(NCCCNCCO)c3sc4ccc(F)cc4c(=O)c3c2c1 | 92 | 69 | 85 | -69* | 95 | 66 | -97* | 89
SMILES | MALME-3M | SK-MEL-28 | SK-MEL-5 | MDA-MB-435 | UACC-257 | UACC-62 | LOX IMVI | SK-MEL-2
CSCOC(=O)/C(CCC=C(C)C)=C1\[C@@H](OC(C)=O)C[C@@]2(C)[C@H]1CC(=O)[C@H]1[C@@]3(C)CCNC(=O)[C@@H](C)[C@@H]3CC[C@@]12C | 94 | 106 | 86 | 103 | 116 | 89 | 92 | 98
Cc1c(-c2ccc(C(=N)N)cc2)oc(-c2ccc(C(=N)N)cc2)c1C | 65 | 89 | 36 | 90 | 105 | 61 | 86 | 96
COc1cc2c(cc1OC)C1(NCC2)C(=O)N(Cc2ccc(Br)cc2)c2ccccc21 (configuration not stated) | 91 | 99 | 57 | 90 | 74 | 55 | 86 | 100
Cc1c(C(=O)NCCCC(=O)NO)sc2ncnc(Nc3ccccc3)c12 | 112 | 116 | 98 | 103 | 104 | 97 | 97 | 103
CCOC(=O)C(=O)CC(C)=O | 94 | 115 | 101 | 113 | 103 | 106 | 95 | 90
Fc1ccc2c(-c3cncn3Cc3ccc(I)cc3)c[nH]c2c1 | 90 | 89 | 90 | 89 | 100 | 66 | 75 | 99
CCCCCc1ccc(C(=O)N2CCN(C)CC2)cc1 | 94 | 103 | 103 | 120 | 86 | 112 | 104 | 96
OCCSCCCCCCCCCCSCCO | 88 | 91 | 95 | 100 | 93 | 73 | 103 | 113
NC(=O)c1ccccc1OCC(=O)O | 107 | 114 | 101 | 103 | 112 | 104 | 101 | 119
COc1cc(C2CC(c3ccc(Cl)cc3)=NN2C(C)=O)ccc1Oc1nc2c(c(=O)n(C)c(=O)n2C)n1C (configuration not stated) | 100 | 87 | 56 | 64 | -8.0* | 76 | 64 | 105
OCC[N+]1(CCO)CCOCC1 | 106 | 108 | 100 | 110 | 110 | 109 | 95 | 115
Cc1cc(NS(=O)(=O)c2ccc(N=Nc3c(N)nc(N)[nH]c3=O)cc2)nc(C)n1 | 109 | 102 | 100 | 106 | 94 | 99 | 99 | 108
COC(=O)C1C(O)CON(c2ccccc2)C1c1ccccc1 (configuration not stated) | 106 | 108 | 102 | 103 | 99 | 97 | 97 | 110
N[C@H](Cc1ccccc1)C(=O)O | 94 | 119 | x | 99 | 108 | 102 | 106 | 98
COc1ccc2[nH]c(=O)c(C3C4=C(CC(C)(C)CC4=O)Nc4nc(OC)[nH]c(=O)c43)cc2c1 (configuration not stated) | 98 | 109 | 101 | 108 | 111 | 101 | 95 | 107
NC(Cc1ccc(O)cc1)C(=O)NNc1n[nH]c(=S)n1N (configuration not stated) | 91 | 98 | 102 | 107 | 101 | 94 | 101 | 101
CC(C)n1cc(C#N)c(N)n1 | 111 | 101 | 100 | 103 | 91 | 95 | 100 | 114
Cc1ccc(-c2nn(CC(=O)N3CCCC3)c(N)c2C#N)cc1 | 94 | 99 | 101 | 104 | 105 | 89 | 99 | 104
O=C(OCC(F)(F)C(F)(F)C(F)(F)C(F)F)c1cc2ccccc2cc1C(=O)OCC(F)(F)C(F)(F)C(F)(F)C(F)F | 116 | 102 | 101 | 102 | 106 | 114 | 107 | 123
CC(C)c1ccc(C2OCCCO2)cc1 | 92 | 108 | 106 | 110 | 104 | 108 | 107 | 117
O=S(=O)(Nc1ccc(I)cc1Cl)c1ccc(-c2cnc(C3CC3)o2)cc1 | 47 | 54 | 40 | -4.7* | 59 | 39 | x | 72
Cc1ccc(C(=O)/C=C/c2ccc3c(c2)OCO3)c(C)c1 | 89 | 104 | 93 | 102 | 103 | 98 | 96 | 94
CN(C)CCCn1c2c(c3cnccc3c1=O)C(=O)c1ccccc1-2 | -46* | -28* | -76* | 3.8* | -27* | -65* | -45* | -13*
Oc1ccccc1-c1nnco1 | 96 | 101 | 102 | 92 | 97 | 90 | 88 | 96

High-throughput results (PubChem)
